# F508del corr – F508del CFTR correction, initial screen, CFBE line, single point; hit rate 0.36% among 350,000; activity (quench increase), % at 7.58 µM; CFBE cells, YFP halide quenching; stimulated with forskolin plus potentiator P3; % fluorescence drop versus neutral controls;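 active means mean added fluorescence quench of at least 8% versus neutral control, with both replicates also reaching 8%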;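 further: cells transiently co-express mutant CFTR-F508del with the halide-sensitive YFP; corrector assay measuring rescue of mutant channel to the surface after 24 h compound exposure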
# PglD inh – C. jejuni PglD acetyltransferase inhibitors, primary screen, biochemical, DTNB colorimetric, single point | hit rate 0.098% among 360,000 | inhibition, % at 12.5 µM | purified PglD enzyme, DTNB colorimetric CoA detection; in the data active means inhibition above about 16%, passing the limit was not always enough; further: strong numbers were not always called active
# C2C12 statin – suppressors of statin myotoxicity in C2C12 myotubes, primary screen, cell-based, single point, plate reader; C2C12 myotubes + simvastatin, ATP luminescence, 48 h; scaled: DMSO 0, geranylgeraniol control 100; rescue of ATP level, % at 7.49 µM; hit rate 0.78% among 330,000;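 active means mean ATP rescue above about 67%, or every replicate alone reaching that limit, limit read from the data, passing the limit was not always enough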;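 further: myotubes were challenged with 10 µM simvastatin during compound exposure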
# FN deposition inh – inhibitors of fibronectin matrix deposition, primary screen, AH1F cells, Alexa488-fibronectin fluorescence, plate reader; AID 743247, 2014; hit rate 0.086% among 350,000; inhibition, % at 12.6 µM; AH1F fibroblasts, overnight;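 active means mean inhibition across replicates of 30% or more, regardless of how many single replicates reach that level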;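 further: positive control wells lacked labelled fibronectin entirely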
#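 Assay system: AH1F fibroblasts assembling fluorescent fibronectin matrix; Amount: 10000 AH1F cells per well; Buffer or medium: DMEM, 2% serum; Probe or stimulus: Alexa488-fibronectin, 24 nM final in well; Doses: single compound dose, delivered by pin transfer; Incubation: 1 h adhesion, overnight exposure; Measured by: fluorescence 485/525 nm; Read-out: fibronectin deposition inhibition.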
# PGC1a acetyl inh – inhibitors of PGC1a acetylation signal, primary screen, cell-based, U2OS, AlphaScreen, inhibitor mode | AlphaScreen anti-acetyl-lysine; with virally co-expressed GCN5 acetyltransferase | inhibition, % at 15.6 µM | hit rate 0.17% among 350,000 | AID 651687, 2012;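 active means every replicate shows inhibition of at least 40%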;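 further: 0% = neutral control wells and 100% = positive control wells; some results beyond the cut were filed as inactive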
# GSIS activator – GLuc luminescence reporter in INS-1E cells, primary screen for activators of glucose-dependent secretion of insulin; INS-1E GLuc reporter insulin secretion, 2-3 h; activation, % at 16.6 µM; hit rate 0.61% among 370,000; AID 743287, 2014;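 active means lowest replicate activation of at least 40%, so every replicate reaches that level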;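 further: 0% = median of neutral control wells and 100% = median of IBMX positive control wells; some compounds called inactive have numbers as strong as hits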
# miR-122 sensor – miR-122 Renilla sensor signal increase in Huh7, primary screen, miR-122 inhibitor project, cell-based, single point, plate reader | Huh7 miR-122 Renilla luciferase sensor, 48 h; neutral wells = 0, positive control = 100 | activation (reporter increase), % at 12.5 µM | hit rate 0.3% among 340,000 | AID 602342, 2012;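 active means mean replicate activation score at least 90 and every replicate individually at or above 90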;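 further: higher luciferase means less miR-122 activity so hits act as miR-122 inhibitors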
# Cneo AK release – Cryptococcus neoformans cell lysis inducers, primary screen, AK release luminescence, single concentration; hit rate 0.2% among 360,000; C. neoformans lysis, adenylate kinase release luminescence, 4 h; normalised: neutral wells 0, clomiphene wells 100; lysis activity, % at 15 µM; AID 651654, 2012;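 active means mean lysis activity across replicates of at least 80%, whatever share of replicates individually reach that level; inactive means mean lysis activity below 80%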
#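 Test system: log-phase Cryptococcus neoformans yeast cells. Input: 5 × 10^6 yeast cells/mL. Medium: fresh YPD growth medium. Doses: single dose. Incubation: static 4 h at 37 °C with compound, 1 h detection. Measured by: luminescent adenylate kinase detection reagent. Read-out: signal increase indicating cell lysis. Benchmarks: Clomiphene.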
# Starred values were filed as active, the others as inactive; . = not tested or not shown; [ ] = remark or other dose.
# Every second line gives: GSIS activator | miR-122 sensor | PglD inh | F508del corr | C2C12 statin | FN deposition inh | Cneo AK release | PGC1a acetyl inh
O=C1C2C3C=CC(C3)C2C(=O)N1c1ccc(S(=O)(=O)Nc2nccs2)cc1 (stereo unspecified)
  3.1 | 25.3 | -2.3 | -1.1 | 4.5 | 2.4 | 0.3 | 4.9
N#CCC(=O)Nc1ccc(C(=O)OCC(=O)NC(=O)Nc2ccc3c(c2)OCCO3)cc1
  -15.1 | 3.3 | -2.1 | -0.9 | -12.6 | . | -0.1 | 17.0
COc1ccc(C(=O)C2CCN(C(=O)Nc3ccccc3C)CC2)cc1
  11.2 | 5.4 | 0.7 | 0.3 | -11.2 | 10.1 | -1.6 | -4.6
O=C(Nc1ccccc1)Nc1cccc(Cl)c1Cl
  -20.5 | 9.1 | -1.5 | . | -6.2 | 3.9 | -3.1 | 2.0
CCCCCCc1c(C)nc(-n2[nH]c(C)c(CCO)c2=O)[nH]c1=O
  -24.7 | . | . | -1.0 | . | 8.5 | . | 38.1
Cc1cc(C(=O)COC(=O)c2ccc([N+](=O)[O-])o2)c(C)n1CC1CCCO1 (stereo unspecified)
  -14.2 | -5.9 | -0.5 | -2.0 | 1.3 | -8.4 | -2.7 | .
O=[N+]([O-])c1cccc(S(=O)(=O)Nc2ccc(S(=O)(=O)NCC3CCCO3)cc2)c1 (stereo unspecified)
  9.7 | . | -0.8 | 3.5 | -5.3 | . | 3.4 | .
CO[C@H]1CN(C)C(=O)c2cc(NC(=O)c3ccc(F)cc3)ccc2OC[C@H](C)N(C)C[C@H]1C
  -4.5 | 0.7[16.7 µM] | 1.5 | . | -2.5 | 6.7 | 5.7 | .
CCN(CC)CCN(C(=O)c1ccc2c(c1)OCCO2)c1nc2ccc(C)cc2s1
  13.9 | 2.0 | -5.6 | 1.9 | -4.3 | -8.6 | -1.3 | -2.2
COc1ccc(NC(=O)c2cccnc2)cc1
  -2.7 | -5.0 | 2.6 | -3.6 | -3.1 | 5.9 | 0.0 | -15.1
CCOc1ncccc1C(=O)OCC(=O)c1ccc(C)c(C)c1
  15.5 | . | . | -0.9 | . | -2.5 | . | 9.0
O=C(CC1C(=O)NCCN1Cc1ccc(F)c(F)c1)NCCCn1ccnc1 (stereo unspecified)
  5.2 | -2.1 | 5.3 | 0.9 | 2.6 | 6.4 | 0.0 | 17.9
C[C@H]1CN([C@@H](C)CO)C(=O)c2cc(C#Cc3ccccc3)cnc2O[C@H]1CN(C)C(=O)C1CC1
  -14.2 | -2.9[16.7 µM] | 3.2 | -0.4 | -10.8 | 6.1 | -12.3 | 11.5
CNC(=O)c1ncnnc1N(C)C(=O)NCc1ccccc1
  . | -5.4 | -2.1 | . | . | -1.0 | -3.3 | .
CC1=C(OC(=O)c2ccccc2)C(C)(C)C(c2ccccc2)OC1=O (stereo unspecified)
  -11.9 | -4.0 | 4.5 | . | -9.1 | . | 1.2 | -17.0
Cc1[nH]nc(N2CCCCC2)c1[N+](=O)[O-]
  . | -4.8 | -2.4 | . | 0.1 | -0.6 | 3.5 | 12.0
CCC(C)NC(=O)c1cc(S(=O)(=O)N2CCCCC2)c[nH]1 (stereo unspecified)
  -9.5 | 6.4 | 0.7 | -4.3 | . | 1.3 | -0.4 | 5.9
CCN(CCCNC(=O)c1[nH]c(C)c(C(C)=O)c1C)c1ccccc1
  . | 5.4 | 1.2 | . | . | . | 10.4 | 0.7
CCNC(=O)CCn1nc(-c2ccc(Cl)cc2)c2ccccc2c1=O
  . | -4.7 | 1.0 | . | 24.0 | -4.6 | -3.6 | 0.2
CC1CCCC(NC(=O)c2cccc(S(=O)(=O)N3CCCCC3)c2)C1C (stereo unspecified)
  6.8 | -0.9 | 0.1 | -0.7 | -4.0 | . | -0.5 | -18.9
COC(=O)[C@H]1[C@H]2C[C@@H]3c4[nH]c5cc(OC)ccc5c4CCN3C[C@H]2C[C@@H](OC(=O)/C=C/c2cc(OC)c(OC)c(OC)c2)[C@@H]1OC
  . | -5.6 | 1.5 | . | -9.3 | -1.0 | 0.6 | -13.6
C/C=C/c1ccc2c(c1)O[C@H](CN(C)C(=O)c1ccccc1F)[C@H](C)CN([C@@H](C)CO)S2(=O)=O
  -1.5 | 6.9[16.7 µM] | -0.4 | -1.7 | 12.5 | -8.1 | -0.7 | -27.0
CCCNC(=O)Nc1ccc2c(c1)C(=O)N(C)C[C@@H](OC)[C@@H](C)CN(C(=O)c1ccccc1F)[C@H](C)CO2
  -5.1 | . | . | -0.5 | 1.9 | 1.8 | . | -12.2
COc1ccc(NC(=O)C2(N(C(=O)Cn3nnnc3N)c3ccc(OC)cc3)CCCCC2)cc1
  -3.0 | 0.2 | 1.4 | -1.1 | 6.3 | 8.7 | 2.9 | 8.7
CC1=CC(C)(C)N(S(=O)(=O)c2ccc(C)cc2)c2ccccc21
  . | 24.3 | 0.4 | . | -139.4 | . | -1.8 | -26.8
CC1Cc2ccccc2N1CC(=O)NC(=O)NC1CCCC1 (stereo unspecified)
  -1.0 | -2.1 | . | 2.4 | . | 7.5 | . | -19.6
Nn1c(SCc2nc3ccccc3[nH]2)nnc1-c1ccccc1
  . | 10.0 | -8.9 | . | 6.0 | . | -4.6 | 6.5
COc1ccc(S(=O)(=O)N(C)C[C@@H]2Oc3cc(C#CC4CC4)ccc3S(=O)(=O)N([C@H](C)CO)C[C@@H]2C)cc1
  -2.5 | -0.1[16.7 µM] | -34.6 | -0.2 | -8.6 | -12.8 | 2.3 | -56.4
Cc1ccc(S(=O)(=O)NNC(=O)CCC(=O)Nc2ccccc2)cc1
  -2.1 | 7.8 | -9.5 | . | 9.6 | . | -3.2 | 2.6
C[C@H](CO)N1C[C@H](C)[C@@H](CN(C)Cc2ccc(F)cc2)OCc2ccccc2-c2ccccc2C1=O
  -7.7 | . | -1.7 | -3.0 | -1.0 | -2.3 | 50.9 | -2.0
COCC(=O)N1C[C@@H](C)[C@H](OC)CN(C)C(=O)c2ccc(NC(=O)Nc3cccc(F)c3)cc2OC[C@H]1C
  -7.7 | -5.7[16.7 µM] | . | 0.7 | 3.3 | -0.6 | . | 3.5
COc1cc(O)c(C(CCN2CCCC(C)C2)c2ccc3c(c2)OCO3)c(OC)c1 (stereo unspecified)
  -35.8 | 14.4 | -0.3 | -2.2 | -12.6 | 4.0 | -1.6 | 7.3
Cn1nc(C(F)(F)F)c(-c2ccccc2)c1NC(=O)CSCC(=O)O
  12.7 | 5.1 | 5.6 | -1.3 | 3.0 | -7.6 | -1.3 | -7.3
Cn1nc(C(C)(C)C)cc1C(=O)N1CCCC(C)(C(=O)NS(=O)(=O)C2CC2)C1 (stereo unspecified)
  13.8 | 4.9 | -4.8 | 1.9 | 3.5 | 0.8 | 1.4 | 13.1
COc1cccc(S(=O)(=O)N2C[C@@H](O)COC[C@@H]3O[C@H](CC(=O)N4CCN(c5ccccc5)CC4)CC[C@H]32)c1
  13.0 | -7.1[16.7 µM] | 0.3 | 0.3 | 3.2 | -1.8 | 0.5 | -1.0
C[C@H]1CN([C@@H](C)CO)C(=O)c2ccccc2-c2ccccc2CO[C@H]1CN(C)S(=O)(=O)c1ccccc1
  2.1 | . | 3.6 | -1.7 | . | -1.7 | -2.4 | 0.5
Cc1ccc(NC(=O)C2C3C=CC(O3)C2C(=O)O)cc1C (stereo unspecified)
  -5.6 | -0.9 | 5.3 | 1.0 | -0.9 | 1.4 | -8.1 | 2.1
COC(=O)C(C)Oc1ccc2c(c1)O/C(=C\c1cccc(Br)c1)C2=O (stereo unspecified)
  -3.0 | -2.8 | -4.4 | 0.1 | 11.9 | 4.7 | 0.5 | 5.6
CC1(C(=O)NS(=O)(=O)c2cccc(F)c2)CCN1C(=O)CCc1ccc(Cl)cc1Cl (stereo unspecified)
  -5.7 | 2.1 | -1.1 | 0.3 | 31.1 | -1.6 | -1.2 | 13.9
O=C(COc1ccccc1F)Nc1ccc(S(=O)(=O)NCc2ccco2)cc1
  . | 3.9 | -0.9 | . | 14.0 | . | -4.1 | 50.2

# Reprinted from the part before: 4 entries, then new ones.
# Every second line gives: GSIS activator | miR-122 sensor | PglD inh | F508del corr | C2C12 statin | FN deposition inh | Cneo AK release | PGC1a acetyl inh
Cc1ccc(NC(=O)C2C3C=CC(O3)C2C(=O)O)cc1C (stereo unspecified)
  -5.6 | -0.9 | 5.3 | 1.0 | -0.9 | 1.4 | -8.1 | 2.1
COC(=O)C(C)Oc1ccc2c(c1)O/C(=C\c1cccc(Br)c1)C2=O (stereo unspecified)
  -3.0 | -2.8 | -4.4 | 0.1 | 11.9 | 4.7 | 0.5 | 5.6
CC1(C(=O)NS(=O)(=O)c2cccc(F)c2)CCN1C(=O)CCc1ccc(Cl)cc1Cl (stereo unspecified)
  -5.7 | 2.1 | -1.1 | 0.3 | 31.1 | -1.6 | -1.2 | 13.9
O=C(COc1ccccc1F)Nc1ccc(S(=O)(=O)NCc2ccco2)cc1
  . | 3.9 | -0.9 | . | 14.0 | . | -4.1 | 50.2
CC(c1ccccc1)N1C(=O)c2ccc(C(=O)Nc3ccc(Br)cc3C(=O)O)cc2C1=O (stereo unspecified)
  -17.0 | . | -1.7 | 1.5 | 2.0 | . | -0.6 | .
CCn1nc(C(=O)NNC(=O)c2ccccc2OCc2c(C)noc2C)c2ccccc2c1=O
  5.4 | -7.5 | 5.5 | 3.5 | 10.7 | 3.3 | -5.4 | 2.9
CNc1nc(SCC(=O)OC)nc(N2CCOCC2)n1
  . | -7.8 | -3.9 | . | 11.8 | 4.4 | 0.9 | 3.3
O=C(NCCCN1CCCC1=O)Nc1ccc([N+](=O)[O-])cc1
  -6.2 | 1.2 | 0.0 | -1.5 | 4.5 | 2.7 | 3.5 | -14.1
O=C(NC1CCCCCC1)C1CCN(S(=O)(=O)c2ccccc2)CC1
  . | -7.5 | -1.4 | . | 3.9 | -3.4 | 11.1 | 0.2
COc1ccc(S(=O)(=O)N(CC(=O)Nc2ccccc2C(=O)N2CCOCC2)c2ccc(F)cc2)cc1
  -10.4 | -7.5 | -3.6 | -2.9 | . | . | -1.2 | 4.5
O=C(/C=C/c1ccccc1)NC(=S)Nc1ccccc1O
  11.6 | 17.8 | 2.8 | 0.3 | -12.7 | 1.6 | 6.9 | .
Cc1ccc(NC(=O)N2CCCC2C(=O)Nc2c(C)cc(C)cc2C)cc1 (stereo unspecified)
  4.0 | -2.1 | -5.2 | 1.3 | 5.5 | 3.5 | -1.4 | 4.5
Cc1ccc(OC(C)C(=O)N2CCc3ccccc32)c([N+](=O)[O-])n1 (stereo unspecified)
  . | 1.5 | 0.3 | -0.8 | 6.1 | 3.3 | 0.1 | -5.0
Cc1ccc(Cc2c(-c3ccc(C)cc3)nc3c(Cl)cc(C(F)(F)F)cn23)cc1
  . | 3.4 | 4.4 | . | 7.8 | . | -4.3 | -3.3
Cc1ccc(-c2ccccc2[C@@H]2[C@H](C#N)N(C(=O)c3cccc(F)c3)[C@H]2CO)cc1
  -15.0 | . | . | -2.1 | . | -6.7 | . | -5.9
O=C(/C=C/c1ccncc1)c1ccc2c(c1)OCCO2
  -18.4 | -2.8 | . | 3.1 | . | 2.9 | . | 15.1

# From PubChem BioAssay
